# Screens (PubChem BioAssay)
# mcGAS RapidFire = inhibitors of mouse cGAS | recombinant mouse cGAS, cGAMP by RapidFire MS | inhibition, % at 12.5 µM | 130,000 compounds, 0.18% hits;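 active = inhibition of cGAS enzyme activity at or above 60%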;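 note: enzyme stimulated by 45 bp dsDNA with ATP and GTP substrates; cGAMP share of summed cGAMP plus half ATP and half GTP signals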
# Target sequence (Q8C6L5 whole entry, looked up): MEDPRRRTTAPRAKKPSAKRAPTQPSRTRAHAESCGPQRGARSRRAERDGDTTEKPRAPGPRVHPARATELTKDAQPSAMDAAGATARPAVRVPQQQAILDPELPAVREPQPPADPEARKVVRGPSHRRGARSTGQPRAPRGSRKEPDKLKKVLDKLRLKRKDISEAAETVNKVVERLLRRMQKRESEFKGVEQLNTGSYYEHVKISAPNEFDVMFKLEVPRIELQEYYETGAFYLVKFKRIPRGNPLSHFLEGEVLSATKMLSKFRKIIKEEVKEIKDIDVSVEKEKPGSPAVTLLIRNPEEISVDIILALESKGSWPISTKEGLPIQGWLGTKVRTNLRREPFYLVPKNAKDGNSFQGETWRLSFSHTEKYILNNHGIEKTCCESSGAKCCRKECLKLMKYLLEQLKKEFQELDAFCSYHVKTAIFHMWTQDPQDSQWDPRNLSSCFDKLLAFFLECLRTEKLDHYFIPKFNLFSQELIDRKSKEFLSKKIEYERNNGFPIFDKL
# * = called active by the depositor; & = joins results of further samples. The list is partial, so the mix of outcomes need not match the whole.
SMILES,mcGAS RapidFire
CC(=O)c1ccc(N2CCN(C(C)c3ccc(F)cc3)CC2)c(F)c1 (stereo not drawn),-3
COc1cccc(CC2(CO)CCCN(C(=O)Nc3ccc(SC)cc3)C2)c1 (stereo not drawn),-5
CCN(CC)CCNS(=O)(=O)c1sccc1Br,-6
CC1(C(=O)NS(=O)(=O)c2cccc(Cl)c2)CCN1C(=O)CC1CC1 (stereo not drawn),0
O=C(CN1CCN(c2ccc(F)cc2)C1=O)NCC(F)(F)F,-3
Cc1nc(C(=O)N2CCC(N3C(=O)Cc4ccccc43)CC2)cs1,-5
CN1CCC(C)(C(=O)Nc2cccc3c2CCCC3)C1 (stereo not drawn),-9
CN(Cc1ccccn1)C(=O)C(OC1CCCC1)c1ccccc1 (stereo not drawn),-9
CC(C)n1ccnc1-c1nccn1CCOc1ccccc1,-10
Cc1ccc(OCCN2CCC2(C)C(=O)N2CCN(C(=O)c3ccco3)CC2)cc1 (stereo not drawn),-2
CSCCCN1CCCCC1C(=O)Nc1ccc(Oc2cccnc2)cc1 (stereo not drawn),-12
CCOC(=O)C1=C(O)/C(=C\N2CCCCC2)N=C1C,-9
COc1ccc(F)c(CN2CCCC3(CCN(C(=O)C4=CCCC4)C3)C2)c1 (stereo not drawn),-3
CCn1nc(CC(C)C)cc1C(=O)N1C[C@H]2CC=C(C)C[C@H]2C1,11
CC/C=C/CC(=O)Nc1cccc(C(=O)NC(C)(C)C)c1C,-16
O=C(CCc1ccco1)NCC1(c2ccccc2Cl)CCOCC1,-12
Cn1c(C(=O)NCc2cccs2)cc2c(=O)n3ccccc3nc21,-10
O=C1NC(c2ccco2)=NOC1c1ccccc1 (stereo not drawn),-7
O=[N+]([O-])c1ccc(F)c(NC2=NCCC2)c1,-3
CC1=C(C(=O)OC(C)C)C(c2cccnc2)n2c(nc3ccccc32)N1 (stereo not drawn),-29
Cn1c(=O)n(CCN2CCOCC2)c(=O)c2c1nc1n(-c3ccccc3F)c(-c3ccccc3)cn21,-6
CSc1ccc(-c2nc(CN3CCc4nc(N)sc4C3)c(C)o2)cc1,-6
CCOc1cc(CNC(=O)c2cccc(CN3CCN(C)CC3)c2)ccn1,-1
CSCC(=O)N1CCc2ccc(NC(=O)C3(c4ccccc4)CC3)cc2C1,-12
CNc1cnc(-c2ccc(O)c(OC)c2)cn1,1
O=C(COc1ccccc1)NC1CC(=O)N(Cc2ccccc2C(F)(F)F)C1 (stereo not drawn),-3
Cc1nn(CC(=O)NCC(F)(F)F)c(C)c1S(=O)(=O)NC(C)(C)C,-46
COc1ccccc1CN(C)c1nc2ccccc2s1,-3
COCc1ccc(C(=O)N(CC(F)(F)F)C(C)C(C)C)cc1 (stereo not drawn),-5
CC/C=C(/C)C(=O)NCC1CCS(=O)(=O)C1 (stereo not drawn),5
O=C(CCc1nc2ccccc2[nH]1)N1CCOC2CCCCC21 (stereo not drawn),-10
CCC1CN(S(C)(=O)=O)CCC1NCc1ccc(C(N)=O)cc1 (stereo not drawn),-5
Cc1ccc(N2CCCS2(=O)=O)cc1NC(=O)Cc1ccc(Cl)cc1,-9
Cc1c(-c2ccc(Cl)cc2)n[nH]c1C(=O)N1CCC2(CN(C)C(=O)O2)C1 (stereo not drawn),-5
O=C(O)c1ccc(-c2nccn2C2CCN(Cc3ccccn3)CC2)cc1,-5
COCCNc1ccc2ncc(-c3ccc(N)cc3)n2n1,-5
CC(C)N(CC1CCC(=O)N1)C(=O)c1cn(C)c2ccccc12 (stereo not drawn),-17
CCC(=O)c1c(CC)nn2c3ccccc3n(CCN3CCOCC3)c12,-12
COCCC(=O)N(C)c1cc(Cl)cc(Cl)c1,-9
Cc1cc(NC2CCN(Cc3ccc(Cl)cc3)CC2)c2ccccc2n1,-12
Cn1c(C(=O)N2CCCC(Nc3ccc(F)cc3)C2)cc2ccccc21 (stereo not drawn),0
Nc1nc(SCC(=O)N2CCNC2=O)nc2sc3c(c12)CCCCC3,-20
Cc1ccccc1-c1noc(CCC(=O)N(C)Cc2n[nH]c3c2CCC3)n1,-39
O=c1c2c3nc4ccccc4nc3n(CCc3ccccc3)c2ncn1C1CCCC1,-9
COc1cc(CN(C)C(=O)NC2CCOc3ccccc32)ccc1SC (stereo not drawn),2
NC(=O)c1cc(-c2cccc(C(=O)O)c2)cs1,-14
CCC(=O)c1c(N2CCOCC2)nc(C)c2c1CCCC2,-3
CCOC(=O)C1C2C=CC3(CN(CCCOC)C(=O)C13)O2 (stereo not drawn),12
CN1CCN(C(=O)c2ccccc2-n2cncn2)CC1C(=O)O (stereo not drawn),-3
COc1cccc(-n2nnc3c(=O)n(Cc4ccccc4F)cnc32)c1,6
CCC(C)c1ccccc1NS(=O)(=O)c1ccc(C#N)cc1 (stereo not drawn),-12
CCc1nc(/C(C#N)=C/c2cn[nH]c2C(C)(C)C)sc1C,1
Cc1cccc(NC(=O)CCc2n[nH]c(=S)[nH]c2=O)c1,-5
CC(C)Cc1cc(C(=O)NC2CN(C)S(=O)(=O)c3ccsc32)on1 (stereo not drawn),1
COc1ccc(C(N)=O)cc1NCc1cc(-c2ccccc2)no1,2
COC(=O)c1ccc(NC(=O)c2cc(=O)c(OC)cn2C)cc1,-7
Nc1nc(N2CCN(Cc3ccccc3)CC2)nc(NCc2ccco2)c1[N+](=O)[O-],-20
Cn1cc(Cn2cnc(-c3ccccc3)c2-c2nc3ccccc3n2C)cn1,-7
Cc1cnccc1N1CCCN(c2cc(N(C)C)ncn2)CC1,-21
CSc1nc(Cl)cc2nnnn12,-7

# In another format: entries from further up
mol	mcGAS RapidFire
CCC(=O)c1c(CC)nn2c3ccccc3n(CCN3CCOCC3)c12	-12
COCCC(=O)N(C)c1cc(Cl)cc(Cl)c1	-9
Cc1cc(NC2CCN(Cc3ccc(Cl)cc3)CC2)c2ccccc2n1	-12
Cn1c(C(=O)N2CCCC(Nc3ccc(F)cc3)C2)cc2ccccc21 (stereo not drawn)	0
Nc1nc(SCC(=O)N2CCNC2=O)nc2sc3c(c12)CCCCC3	-20
Cc1ccccc1-c1noc(CCC(=O)N(C)Cc2n[nH]c3c2CCC3)n1	-39
O=c1c2c3nc4ccccc4nc3n(CCc3ccccc3)c2ncn1C1CCCC1	-9
COc1cc(CN(C)C(=O)NC2CCOc3ccccc32)ccc1SC (stereo not drawn)	2
NC(=O)c1cc(-c2cccc(C(=O)O)c2)cs1	-14
CCC(=O)c1c(N2CCOCC2)nc(C)c2c1CCCC2	-3
CCOC(=O)C1C2C=CC3(CN(CCCOC)C(=O)C13)O2 (stereo not drawn)	12
CN1CCN(C(=O)c2ccccc2-n2cncn2)CC1C(=O)O (stereo not drawn)	-3
COc1cccc(-n2nnc3c(=O)n(Cc4ccccc4F)cnc32)c1	6
CCC(C)c1ccccc1NS(=O)(=O)c1ccc(C#N)cc1 (stereo not drawn)	-12
CCc1nc(/C(C#N)=C/c2cn[nH]c2C(C)(C)C)sc1C	1
Cc1cccc(NC(=O)CCc2n[nH]c(=S)[nH]c2=O)c1	-5
CC(C)Cc1cc(C(=O)NC2CN(C)S(=O)(=O)c3ccsc32)on1 (stereo not drawn)	1
COc1ccc(C(N)=O)cc1NCc1cc(-c2ccccc2)no1	2
COC(=O)c1ccc(NC(=O)c2cc(=O)c(OC)cn2C)cc1	-7
Nc1nc(N2CCN(Cc3ccccc3)CC2)nc(NCc2ccco2)c1[N+](=O)[O-]	-20

# Additional records
SMILES,mcGAS RapidFire
CC1(C(=O)NS(=O)(=O)c2cccc(Cl)c2)CCN1C(=O)Cc1ccsc1 (stereo not drawn),-2
O=C(NC(=S)NC1CCCCC1)c1ccco1,-2
COc1ccc(C2=Nc3ncnn3C(c3cccc(Oc4ccccc4)c3)C2)cc1 (stereo not drawn),-7
Oc1c(Cl)c(Cl)c2c(c1Cl)CC(Nc1ccccn1)O2 (stereo not drawn),2
N#CCOC(=O)C1CCCN1S(=O)(=O)c1ccc(Cl)s1 (stereo not drawn),1
Nc1sc2c(c1C(=O)c1cccs1)CCCC2,3
C=CCN=C1NN=C(c2ccc(Cl)cc2)C(C)S1 (stereo not drawn),10
Cc1nc(Cl)cc(Oc2ccccc2OCC(F)(F)F)n1,-9
CS(=O)(=O)c1ccc(C(=O)NNC(=O)C2(c3ccccc3)CC2)cc1,-5
CC(C)c1nccc(CN(C)C(C)c2cccs2)n1 (stereo not drawn),0
Cc1nnc(SCCn2c(N3CCc4ccccc4C3)nc3c2c(=O)n(C)c(=O)n3C)s1,-4
CC(C)Cn1c(NC2=NCCC2)cc(=O)n(C)c1=O,0
COc1ccc(CCC(=O)N2CCC(O)(C(=O)O)CC2)cc1,-24
COCCc1noc(C2CCCCN2C(=O)c2ccc(F)c(C)c2)n1 (stereo not drawn),-16
COc1ccccc1OC1CN(C(=O)c2cnn(Cc3ccccc3)c2)C1,-6
COc1cccc(N2CCN(CC(=O)Nc3sc4c(c3C(N)=O)CCCC4)CC2)c1,-11
CCOCCOC(=O)C1=C(C)NC2=C(C(=O)C(C(=O)OC)C(C)C2)C1c1ccc(C)o1 (stereo not drawn),17
CC1(C(=O)NS(=O)(=O)c2cccc(Cl)c2)CCN1C(=O)CCc1ccc(Cl)cc1Cl (stereo not drawn),-4
COCC(O)CN(C)C(=O)/C=C(/C)c1cccc(F)c1 (stereo not drawn),0
Cc1ccc(CCC(=O)NCC(=O)N2CC(C(N)=O)CCC2C)cc1 (stereo not drawn),-13

# Pulled by structure from above:
SMILES,mcGAS RapidFire
CC(=O)c1ccc(N2CCN(C(C)c3ccc(F)cc3)CC2)c(F)c1 (stereo not drawn),-3
O=C(O)c1ccc(-c2nccn2C2CCN(Cc3ccccn3)CC2)cc1,-5

# Additional records follow.
SMILES,mcGAS RapidFire
O=C(CNc1ccccc1Cl)N1CCCN(c2nccs2)CC1,6
CCCc1cc(=O)[nH]c(SCC(=O)N2CCC(C(=O)Nc3ccccc3)CC2)n1,4
Cc1nn(C2CCS(=O)(=O)C2)c(C)c1CN(C)C(=O)c1cc2c(s1)CCCC2 (stereo not drawn),-4
Cc1cc(C)n(C(=O)COc2ccc(Cl)cc2Cl)n1,-1
CC1ON=C(c2ccc[nH]2)N(C)C1=O (stereo not drawn),-17
CC(=O)Nc1ccc(CN2CCC2(C)C(=O)NC2CCN(Cc3ccccc3)CC2)cc1 (stereo not drawn),-10
CCC(=O)Nc1cccc(C(=O)Nc2cc(C#N)ccc2SC)c1,-2
Cc1cc(C)n(CCNC(=O)CCc2c[nH]c3ccccc23)c(=O)n1,-14
Cc1ccc(-c2csc(NC(=O)C3=NNC(=O)CC3)n2)s1,-7
COC(=O)c1cc2n(n1)CCN(C(=O)[C@@]13CC[C@@](C)(OC1=O)C3(C)C)C2,-5
COc1ccc(CNC(C)C)cc1OS(=O)(=O)c1ccc(F)cc1,-8
Cc1ccc(C(C)N(C)C(=O)Nc2cc(C(C)C)[nH]n2)cc1 (stereo not drawn),-9&-2
Cc1ccccc1S(=O)(=O)NC(=O)C1(C)CCN1C(=O)CCc1ccccc1 (stereo not drawn),-12
N#CCSc1nnc(-c2ccc(F)cc2)n1CC1CCCO1 (stereo not drawn),1
Fc1ccc(-c2cc3[nH]cnc(=S)c3s2)cc1,1
COc1ccc(CCC(=O)OCC(=O)Nc2ccon2)cc1OC,-13
COc1ccc(N=Cc2nc(-c3cccc4ccccc34)oc2O)cc1,-9
COc1cc(C)c(NC(C)C(=O)c2ccc(NC(C)=O)cc2)cc1OC (stereo not drawn),-6
Cc1ncc(-c2ccc(C(C)N3CCCCC3)cc2)[nH]1 (stereo not drawn),-25
Cc1ccc(-n2nnnc2NCC2CCN(CC(F)(F)F)C2)cc1 (stereo not drawn),5
O=C(Nc1nccs1)C1CCCN1C(=O)C12CC3CC(CC(C3)C1)C2 (stereo not drawn),-6
O=C1CSC(c2ccccc2Br)N1c1ccccn1 (stereo not drawn),-4
CCOC(=O)CN1CCN(c2ccc(Cl)c(Cl)c2)C(=O)C1C (stereo not drawn),-9
CC(=O)Nc1cc2c(s1)C1(CCCCC1)CC(=O)N2,-8
COc1cc(/C=C/CN2CCC(C(=O)NC(c3ccc(Cl)cc3)c3cnccn3)CC2)ccc1OC(C)=O (stereo not drawn),-3
Cc1cnc(CNC(=O)c2ccccc2C2CCNC2)cn1 (stereo not drawn),-13
COCCCN(C)C(=O)C(c1ccccc1)N1CCc2ccccc21 (stereo not drawn),-41
Cc1ccc(C(=O)NC2CC(C)N(C3CC3)C2)cc1I (stereo not drawn),-18
COc1cccc(CNC(=O)CN(C)CCOc2ccc(O)cc2)c1,-8
Cc1cccc(C2CC2C(=O)Nc2cc(F)cc(S(N)(=O)=O)c2)c1 (stereo not drawn),-12
COc1ccccc1CN(C)C(=O)c1ccc(N2CCCCC2=O)cc1,-13
CN(CC(O)COc1ccc(C(=O)c2ccccc2)cc1)C1CCCC1 (stereo not drawn),6
CCOC(=O)C1(Cc2ccc(F)cc2)CCCN(C(=O)Cn2nc3ccccc3n2)C1 (stereo not drawn),1
CC1CCC(C(C)C)C(O[C@H]2C=CC(=O)O2)C1 (stereo partly drawn),-10
Cc1ccc(-n2nc(C(=O)O)c(=O)n(Cc3ccccc3F)c2=O)cc1Cl,4
CC1(C(=O)NS(C)(=O)=O)CCN1C(=O)Cc1cc(F)ccc1F (stereo not drawn),-6
CN(C)c1ncccc1C(=O)NCCc1ccccc1,-4
O=C(CCC(=O)NC(c1cccnc1)C(F)(F)F)NC1CCCC1 (stereo not drawn),-20
Cc1csc(SCC(=O)c2c(N)n(C3CC3)c(=O)[nH]c2=O)n1,-3
COc1ccc(CNC(=O)c2cn(C)c3c(=O)n(-c4ccc(C)cc4)c(=O)[nH]c23)cc1,-33
Cc1cc2ncn(CC(O)Cn3cnc4sc(C)c(C)c4c3=O)c2cc1C (stereo not drawn),3
CC(=O)NC(C(=O)N(C)Cc1nc2ccccc2s1)C(C)C (stereo not drawn),0
COc1ccsc1C(=O)N(C)C1CCN(C2CCOCC2)CC1,-2
O=c1[nH]c(CNc2nccc(CCC(F)(F)F)n2)nc2ccccc12,-11
CCCCCn1c(CN2CCOCC2)nc2c1c(=O)[nH]c(=O)n2C,-14
